High-throughput results (PubChem BioAssay)
M1 antag: antagonists of rat M1 muscarinic receptor; CHO-M1 cells, Fluo-4 calcium, ACh EC80 antagonist mode; active compounds read low; AID 628; P08482; B-score at 10 µM; 64,000 compounds, 3.4% hits;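 active = calcium fluorescence response, raw or row-and-column corrected B-score, differing from the plate sample mean either way at a set confidence level, mostly lower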
HTR1E antagonist: blocks the human 5-HT1E serotonin receptor; P28566; CHO 5-HT1E Ga15 NFAT-bla reporter, FRET, antagonist; inhibition, % at 6 µM; 65,000 compounds, 0.99% hits;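 active = inhibition above a set limit, the mean inhibition across every tested compound plus 3 SD, cut at about 29% in these data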;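 note: signal is the 460 over 535 nm emission ratio of beta-lactamase substrate; 0% = agonist plus DMSO wells and 100% = wells without agonist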
S1P3 ag: S1P3 (human) receptor agonism; 60,000 compounds, 0.1% hits; Q99500; activation, % at 4.5 µM; AID 373; S1P3 NFAT-BLA reporter cells, FRET ratio; relative to 1 µM S1P, basal subtracted;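 active = activation above the screen-wide mean plus 3 SD, cut at about 4.5% in these data, passing the limit was not always enough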; note: some compounds called inactive have numbers as strong as hits
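Assay system: stable CHO line with human S1P3, Gα16, NFAT-BLA reporter; Detection: FRET β-lactamase substrate fluorescence, excitation 405 nm, 460/535 nm emission ratio, background-subtracted; Read-out: percent activation versus median 1 µM S1P response, basal-subtracted, per plate; Incubation: cells plated overnight, compound 4 h 37 °C, substrate 2 h RT.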
M1 ag: M1 muscarinic receptor agonism | CHO-M1 cells, Fluo-4 calcium fluorescence, agonist mode; active compounds read high | B-score at 10 µM | 64,000 compounds, 3% hits;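 active = fluorescence rise, raw or as B-score row- and column-corrected plate score, outside the 99.7% band of its plate's samples, either direction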
S1P1 ag pot: activates or potentiates agonism at human S1P1 receptor. activation, % at 9.5 µM. S1P1 CRE-bla cells, forskolin, beta-lactamase FRET, potentiator mode; S1P1 agonist co-added at EC20, 2 nM; 100% = saturating reference agonist, 0% = basal. AID 449. 56,000 compounds, 0.57% hits;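 active = activation above a cutoff set at the mean activation of all tested compounds plus 3 SD, cut at about 54% in these data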;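 note: forskolin at 4 µM as EC80 and the EC20 agonist is SEW2871; 100% = SEW2871 at its EC100 plus forskolin at EC80; some compounds past the cut are filed as inactive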
Jurkat viability: cytotoxic compounds reducing Jurkat cell viability | Jurkat E6.1 viability, ATP luminescence, 48 h | 56,000 compounds, 1.2% hits | inhibition, % at 4 µM;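 active = inhibition above the mean inhibition of all tested compounds plus 3 SD, cut at about 28% in these data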
5HT1E ag: 5-HT1E (human) receptor agonism; 65,000 compounds, 0.69% hits; AID 574; P28566; CHO 5-HT1E Ga15 NFAT-bla reporter, FRET; 0% DMSO wells, 100% control agonist wells; activation, % at 6 µM;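 active = activation above a set limit, the screen-wide mean activation plus 3 SD, cut at about 8.5% in these data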;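 note: 100% = positive control agonist at 1 µM giving full maximal response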
HER2 expr 66K: lowers expression of human Her2 kinase | SKBR-3 HER2 protein level, AlphaScreen, 18-24 h; active compounds read low | P04626 | HER2 level % of control, % at 10 µM | 65,000 compounds, 0.69% hits | AID 645;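 active = HER2 level under 5% of the carrier-only control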;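 note: 100% = DMSO carrier and 0% = 500 nM PU-H71 HSP90 inhibitor; lower value means stronger loss of Her2 protein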
Target sequence (P04626 whole entry, looked up): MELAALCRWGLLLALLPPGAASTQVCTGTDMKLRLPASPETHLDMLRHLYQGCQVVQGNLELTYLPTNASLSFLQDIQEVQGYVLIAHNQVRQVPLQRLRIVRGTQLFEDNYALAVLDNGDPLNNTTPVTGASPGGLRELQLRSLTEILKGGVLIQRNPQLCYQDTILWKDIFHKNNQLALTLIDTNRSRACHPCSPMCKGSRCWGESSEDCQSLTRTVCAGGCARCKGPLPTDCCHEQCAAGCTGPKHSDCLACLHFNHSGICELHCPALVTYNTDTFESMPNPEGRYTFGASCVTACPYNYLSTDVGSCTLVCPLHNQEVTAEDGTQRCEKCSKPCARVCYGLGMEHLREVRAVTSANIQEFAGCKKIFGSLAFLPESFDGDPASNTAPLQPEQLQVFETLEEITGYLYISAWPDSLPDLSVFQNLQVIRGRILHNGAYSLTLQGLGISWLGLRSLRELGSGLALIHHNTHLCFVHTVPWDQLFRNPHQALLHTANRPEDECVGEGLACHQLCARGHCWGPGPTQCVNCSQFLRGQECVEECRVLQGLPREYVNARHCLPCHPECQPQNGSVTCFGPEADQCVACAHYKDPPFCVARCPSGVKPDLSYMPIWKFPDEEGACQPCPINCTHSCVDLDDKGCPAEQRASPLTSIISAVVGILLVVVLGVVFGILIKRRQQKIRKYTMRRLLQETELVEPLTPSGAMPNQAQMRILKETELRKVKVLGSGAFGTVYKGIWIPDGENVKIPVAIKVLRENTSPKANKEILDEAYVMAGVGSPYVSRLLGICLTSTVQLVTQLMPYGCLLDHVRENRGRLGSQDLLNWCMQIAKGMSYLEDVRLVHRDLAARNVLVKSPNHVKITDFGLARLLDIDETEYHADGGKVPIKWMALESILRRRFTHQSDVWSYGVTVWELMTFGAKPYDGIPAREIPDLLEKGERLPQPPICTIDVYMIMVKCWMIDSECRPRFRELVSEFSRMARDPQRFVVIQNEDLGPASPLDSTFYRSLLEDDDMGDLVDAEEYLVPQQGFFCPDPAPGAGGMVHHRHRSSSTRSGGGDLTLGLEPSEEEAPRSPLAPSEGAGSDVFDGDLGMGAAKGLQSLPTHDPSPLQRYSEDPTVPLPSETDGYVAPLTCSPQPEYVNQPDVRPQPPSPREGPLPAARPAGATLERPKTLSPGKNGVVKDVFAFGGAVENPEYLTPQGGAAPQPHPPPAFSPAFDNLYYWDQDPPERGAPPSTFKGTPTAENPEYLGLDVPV
HEK293 NFkB inh: inhibitors of the PMA/ionomycin-induced NF-kB reporter in HEK293 cells. HEK-293 NF-kB luciferase reporter, luminescence. inhibition, % at 3 µM. 62,000 compounds, 0.21% hits. AID 465;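 active = inhibition above the mean of all tested compounds plus 3 SD, cut at about 40% in these data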;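 note: 0% = stimulated DMSO wells and 100% = 10 µM reference inhibitor 5653914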
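Signal: luciferase luminescence; Material: HEK-293 cells with stable firefly luciferase reporter driven by four HIV NF-kB elements; Probe or stimulus: PMA with ionomycin; Replication: tested once; Times: 1 h compound pretreatment, then 16 h stimulation at 37 °C, 5% CO2; Benchmarks: DMSO and 10 µM reference inhibitor; Evaluation: per-plate % inhibition versus controls.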
* = called active by the depositor.

How did Cc1ccc2c(c1)nnn2C1CCN(CC(=O)NCCc2nc3ccccc3[nH]2)CC1 do in these assays?
M1 antag: -0.12; HTR1E antagonist: -6; S1P3 ag: 0.5; M1 ag: -0.021; S1P1 ag pot: 2; Jurkat viability: -6; 5HT1E ag: 1.0; HER2 expr 66K: 83; HEK293 NFkB inh: 6

What do the screens show for `Cc1ccc(-c2csc(N3CCC(C(N)=O)(N4CCCCC4)CC3)n2)cc1`?
M1 antag: 0.28; HTR1E antagonist: -2; S1P3 ag: -0.5; M1 ag: 1.2; S1P1 ag pot: -16; Jurkat viability: 8; 5HT1E ag: 0.2; HER2 expr 66K: 92; HEK293 NFkB inh: -2

What do the screens show for `Cc1ccc(-c2nnc(SC(C)C#N)n2N)cc1` (centres undefined)?
M1 antag: 0.5; HTR1E antagonist: -8; S1P3 ag: -1.2; M1 ag: 0.16; S1P1 ag pot: 6; Jurkat viability: -5; 5HT1E ag: -0.9; HER2 expr 66K: 91; HEK293 NFkB inh: 4

How did Cc1ccc(N(CC(=O)NCc2ccncc2)S(C)(=O)=O)cc1Cl do in these assays?
M1 antag: -1.2; HTR1E antagonist: -10; S1P3 ag: -0.8; M1 ag: 0.046; S1P1 ag pot: -7; Jurkat viability: -1; 5HT1E ag: 0.3; HER2 expr 66K: 68; HEK293 NFkB inh: 10

How did CC(=O)c1cc2c(cc1NS(=O)(=O)c1ccc(C)cc1)OCCO2 do in these assays?
M1 antag: -0.015; HTR1E antagonist: 9; S1P3 ag: -0.7; M1 ag: 0.012; S1P1 ag pot: 2; Jurkat viability: 76*; 5HT1E ag: 0.4; HER2 expr 66K: 49; HEK293 NFkB inh: 14

How did Cc1ccc(-n2nnc3c(=O)n(Cc4cccc(C)c4)cnc32)cc1 do in these assays?
M1 antag: -0.44; HTR1E antagonist: -1; S1P3 ag: -0.5; M1 ag: -0.3; S1P1 ag pot: 5; Jurkat viability: -9; 5HT1E ag: 0.3; HER2 expr 66K: 125; HEK293 NFkB inh: 8

Results for N#Cc1nc(-c2ccco2)oc1N1CCN(c2ccccc2)CC1 ?
M1 antag: 0.19; HTR1E antagonist: -8; S1P3 ag: -0.1; M1 ag: 1.4; S1P1 ag pot: -17; Jurkat viability: 2; 5HT1E ag: 0.0; HER2 expr 66K: 100; HEK293 NFkB inh: 26

What do the screens show for `CCc1ccc(-c2nn[nH]n2)cc1`?
M1 antag: 1.5; HTR1E antagonist: -5; S1P3 ag: 1.9; M1 ag: 0.84; S1P1 ag pot: -16; Jurkat viability: 4; 5HT1E ag: -0.2; HER2 expr 66K: 120; HEK293 NFkB inh: -1

Results for COc1ccc(C2CC(C(F)(F)F)n3ncc(C(=O)NCC4CCCO4)c3N2)cc1OC (centres undefined) ?
M1 antag: 0.26; HTR1E antagonist: -3; S1P3 ag: -0.9; M1 ag: 0.34; S1P1 ag pot: -20; 5HT1E ag: 0.5; HER2 expr 66K: 86

Results for Cc1ccc2nsnc2c1N(S(C)(=O)=O)S(C)(=O)=O ?
M1 antag: -0.27; HTR1E antagonist: 1; S1P3 ag: -1.1; M1 ag: 0.063; S1P1 ag pot: -14; Jurkat viability: 0; 5HT1E ag: 0.2; HER2 expr 66K: 89; HEK293 NFkB inh: 9

Results for CCn1cc(C(=O)NCCCN2CCC(C)CC2)c2cc(OC)c(OC)cc2c1=O ?
M1 antag: 0.2; HTR1E antagonist: -4; S1P3 ag: 0.5; M1 ag: 0.11; S1P1 ag pot: -9; Jurkat viability: 1; 5HT1E ag: 1.2; HER2 expr 66K: 96; HEK293 NFkB inh: -8

Results for Cn1c(CCc2ccccc2)nnc1SCC(=O)N1CCCC1 ?
M1 antag: -0.33; HTR1E antagonist: 4; S1P3 ag: -0.2; M1 ag: -0.042; S1P1 ag pot: -9; Jurkat viability: 2; 5HT1E ag: 0.4; HER2 expr 66K: 92; HEK293 NFkB inh: 12

Results for Cc1nnc(SCC(=O)NCCN2C(=O)CSC2=O)s1 ?
M1 antag: -0.24; HTR1E antagonist: -11; S1P3 ag: -0.5; M1 ag: -0.45; S1P1 ag pot: -4; Jurkat viability: -5; 5HT1E ag: -0.2; HER2 expr 66K: 47; HEK293 NFkB inh: 8

How did Cc1csc(NC(=O)CNC(=O)OCc2ccccc2)n1 do in these assays?
M1 antag: -0.58; HTR1E antagonist: 6; S1P3 ag: 0.2; M1 ag: 0.27; S1P1 ag pot: 0; Jurkat viability: 0; 5HT1E ag: 1.4; HER2 expr 66K: 61; HEK293 NFkB inh: 11

Results for O=C(CN(Cc1ccco1)C(=O)CNS(=O)(=O)c1ccc(F)cc1)NCCc1ccccc1 ?
M1 antag: -0.96; HTR1E antagonist: -5; S1P3 ag: 0.4; M1 ag: 2.5*; S1P1 ag pot: -3; Jurkat viability: 1; 5HT1E ag: -0.8; HER2 expr 66K: 96; HEK293 NFkB inh: 1

Reprinted from the part before: three entries; new compounds follow.
Results for Cc1nnc(SCC(=O)NCCN2C(=O)CSC2=O)s1 ?
M1 antag: -0.24; HTR1E antagonist: -11; S1P3 ag: -0.5; M1 ag: -0.45; S1P1 ag pot: -4; Jurkat viability: -5; 5HT1E ag: -0.2; HER2 expr 66K: 47; HEK293 NFkB inh: 8

How did Cc1csc(NC(=O)CNC(=O)OCc2ccccc2)n1 do in these assays?
M1 antag: -0.58; HTR1E antagonist: 6; S1P3 ag: 0.2; M1 ag: 0.27; S1P1 ag pot: 0; Jurkat viability: 0; 5HT1E ag: 1.4; HER2 expr 66K: 61; HEK293 NFkB inh: 11

Results for O=C(CN(Cc1ccco1)C(=O)CNS(=O)(=O)c1ccc(F)cc1)NCCc1ccccc1 ?
M1 antag: -0.96; HTR1E antagonist: -5; S1P3 ag: 0.4; M1 ag: 2.5*; S1P1 ag pot: -3; Jurkat viability: 1; 5HT1E ag: -0.8; HER2 expr 66K: 96; HEK293 NFkB inh: 1

How did CCOC(=O)C(OC(=O)c1sc(=S)n(C)c1C)C(C)=O (centres undefined) do in these assays?
M1 antag: 0.71; HTR1E antagonist: 10; S1P3 ag: -3.8; M1 ag: -0.5; S1P1 ag pot: -7; 5HT1E ag: -1.3; HER2 expr 66K: 171

Results for COc1ccc(CNC(=O)C2CCCN2S(=O)(=O)c2ccc(C)cc2)cc1 (centres undefined) ?
M1 antag: -0.22; HTR1E antagonist: 4; S1P3 ag: -0.1; M1 ag: 0.37; S1P1 ag pot: 4; Jurkat viability: 10; 5HT1E ag: -0.1; HER2 expr 66K: 97; HEK293 NFkB inh: 19

Results for COc1ccccc1CNc1ncnc2nc[nH]c12 ?
M1 antag: 0.2; HTR1E antagonist: -4; S1P3 ag: 0.1; M1 ag: 0.28; S1P1 ag pot: 13; Jurkat viability: 1; 5HT1E ag: 0.2; HER2 expr 66K: 99; HEK293 NFkB inh: 9

Results for CCNc1nc(N)nc(Oc2ccc(OCC)nn2)n1 ?
M1 antag: 1.1; HTR1E antagonist: 7; S1P3 ag: -0.8; M1 ag: 0.49; S1P1 ag pot: -15; Jurkat viability: -3; 5HT1E ag: -0.3; HER2 expr 66K: 97; HEK293 NFkB inh: 5

How did CN(CC(=O)NC1CCCCC1)S(=O)(=O)c1cccc2nsnc12 do in these assays?
M1 antag: 0.48; HTR1E antagonist: -4; S1P3 ag: -0.6; M1 ag: -0.73; S1P1 ag pot: 13; Jurkat viability: 2; 5HT1E ag: -0.2; HER2 expr 66K: 73; HEK293 NFkB inh: 10

Results for CC1CN(c2nc3c(c(=O)n(Cc4ccc(Cl)cc4)c(=O)n3C)n2C)CC(C)O1 (centres undefined) ?
M1 antag: -0.15; HTR1E antagonist: 1; S1P3 ag: -0.4; M1 ag: 0.27; S1P1 ag pot: 1; Jurkat viability: 3; 5HT1E ag: 0.9; HER2 expr 66K: 131; HEK293 NFkB inh: 2

How did Cc1cc(N)n2ncc(-c3ccccc3)c2n1 do in these assays?
M1 antag: 0.17; HTR1E antagonist: 4; M1 ag: 0.86; 5HT1E ag: -1.1; HER2 expr 66K: 99; HEK293 NFkB inh: -22

How did CCCN1CCN(CCCNC(=O)Cn2nc(-c3ccc(C)cc3)ccc2=O)CC1 do in these assays?
M1 antag: 0.14; HTR1E antagonist: 10; S1P3 ag: 0.1; M1 ag: -0.0078; S1P1 ag pot: 5; Jurkat viability: 2; 5HT1E ag: -0.1; HER2 expr 66K: 95; HEK293 NFkB inh: 16

Results for CCOc1ccc2[nH]c(C)c(CN3CCOCC3)c(=O)c2c1 ?
M1 antag: -0.28; HTR1E antagonist: 8; S1P3 ag: -1.3; M1 ag: 0.51; S1P1 ag pot: -5; Jurkat viability: 12; 5HT1E ag: -1.2; HER2 expr 66K: 106; HEK293 NFkB inh: 9

Results for CCn1cc(C(=O)NCCc2ccccc2)c(=O)c2cc(F)c(N3CCN(C)CC3)cc21 ?
M1 antag: -1.8; HTR1E antagonist: 5; S1P3 ag: 1.5; M1 ag: 0.45; S1P1 ag pot: 18; 5HT1E ag: 3.4; HER2 expr 66K: 88

How did COc1ccc(C(OC(=O)c2c(C)noc2C)C(=O)NC2CCCC2)cc1 (centres undefined) do in these assays?
M1 antag: 2.1; HTR1E antagonist: 2; S1P3 ag: -0.6; M1 ag: 0.0085; S1P1 ag pot: -21; Jurkat viability: -7; 5HT1E ag: -0.3; HER2 expr 66K: 102; HEK293 NFkB inh: 4

What do the screens show for `CS(=O)(=O)Nc1ccccc1C(=O)NC1CC2CCC1C2` (centres undefined)?
M1 antag: -0.5; HTR1E antagonist: -4; S1P3 ag: -1.0; M1 ag: -0.54; S1P1 ag pot: -3; Jurkat viability: -6; 5HT1E ag: 0.1; HER2 expr 66K: 98; HEK293 NFkB inh: 4

Results for CCOC(=O)N1CCC(NC(=O)c2cnn3ccccc23)CC1 ?
M1 antag: 0.73; HTR1E antagonist: -2; S1P3 ag: -0.4; M1 ag: -0.091; S1P1 ag pot: -23; Jurkat viability: -5; 5HT1E ag: -0.8; HER2 expr 66K: 106; HEK293 NFkB inh: 13

What do the screens show for `CCC(C)Sc1nc(C)nc2c1c(=O)n(C)c(=O)n2C` (centres undefined)?
M1 antag: -0.092; HTR1E antagonist: 23; S1P3 ag: 0.8; M1 ag: 1.2; S1P1 ag pot: 6; Jurkat viability: 2; 5HT1E ag: -0.1; HER2 expr 66K: 69; HEK293 NFkB inh: -2

How did Cc1ccccc1NC(=O)CN1C(=O)COc2ccc(Cl)cc21 do in these assays?
M1 antag: -0.92; HTR1E antagonist: 4; S1P3 ag: 0.2; M1 ag: -1.3; S1P1 ag pot: -16; Jurkat viability: 1; 5HT1E ag: 0.7; HER2 expr 66K: 78; HEK293 NFkB inh: 19

2 consecutive records out of the list so far, for reference:
How did Cc1ccc2c(c1)nnn2C1CCN(CC(=O)NCCc2nc3ccccc3[nH]2)CC1 do in these assays?
M1 antag: -0.12; HTR1E antagonist: -6; S1P3 ag: 0.5; M1 ag: -0.021; S1P1 ag pot: 2; Jurkat viability: -6; 5HT1E ag: 1.0; HER2 expr 66K: 83; HEK293 NFkB inh: 6

What do the screens show for `Cc1ccc(-c2csc(N3CCC(C(N)=O)(N4CCCCC4)CC3)n2)cc1`?
M1 antag: 0.28; HTR1E antagonist: -2; S1P3 ag: -0.5; M1 ag: 1.2; S1P1 ag pot: -16; Jurkat viability: 8; 5HT1E ag: 0.2; HER2 expr 66K: 92; HEK293 NFkB inh: -2
